Compound activity as filed in PubChem.
HCV inhibitor = HCV inhibition; Huh7.5.1 HCVcc-Cre infection, luciferase reporter, 44 h; Potency, µM (titrated, usually from 41.8 µM), for the others: at the highest dose activity change, negative = inhibition, most hits filed as inhibitors; 3.4% of 340,000 active
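1,000 cells/well; 4 h culture; + compound; + HCVcc-Cre (~0.5 moi); 44 h; luciferase substrate, RT 15 min; read 15 sec.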
TbPYK inhibitor = inhibitors of Trypanosoma brucei pyruvate kinase | Q57TT1 | TbPYK enzyme, Kinase-Glo Plus ATP luminescence, 45 min | Potency, µM (doses to about 76.8 µM), without a hit: at the top dose activity, negative = inhibition, hits mostly inhibitors | 0.12% of 410,000 active | AID 624173; note: nearly all actives have a fitted effect of over 50% in size
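Glycolytic pyruvate kinase of T. brucei was incubated with substrate, test compound and 130 uM ADP for 45 minutes at room temperature. Luminescent Kinase-Glo Plus signal was measured after 10 minutes.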
* hit, by the source's call; u = inconclusive; [ ] = dose if it differs, or a comment. Calls come from the whole dose curve; as a rule, active = well fitted curve in the direction sought with a large enough effect; inconclusive = small, poorly fitted or top-dose-only effect, or another doubt; inactive = no such curve, though single readings can be large; an effect the other way counts as inactive or inconclusive. % is set by controls: 0 for no effect and ±100 for the full control effect; potency is the fitted concentration of half-maximal effect.

Sample of the layout, four compounds:
#	molecule	HCV inhibitor	TbPYK inhibitor
1	C[C@]12c3[nH]c4ccc(Cl)cc4c3CCN1C(=O)[C@@H](CC(=O)NCCc1ccccn1)C[C@@H]2C(=O)N1CCOCC1	4%	0%
2	Nc1ncncc1-c1ccccc1Cl	8%	-1%
3	CCN1CCN(S(=O)(=O)c2ccc(Cl)c(C(=O)NCc3nc4ccccc4[nH]3)c2)CC1	-13%	-19%
4	COc1ccc(CNC(=O)C[C@H]2C[C@H](C(=O)N3CCCCC3)[C@@]3(C)c4[nH]c5cc(-c6ccco6)ccc5c4CCN3C2=O)cc1OC	u	3%

The list itself (from the top)
#	molecule	HCV inhibitor	TbPYK inhibitor
1	C[C@]12c3[nH]c4ccc(Cl)cc4c3CCN1C(=O)[C@@H](CC(=O)NCCc1ccccn1)C[C@@H]2C(=O)N1CCOCC1	4%	0%
2	Nc1ncncc1-c1ccccc1Cl	8%	-1%
3	CCN1CCN(S(=O)(=O)c2ccc(Cl)c(C(=O)NCc3nc4ccccc4[nH]3)c2)CC1	-13%	-19%
4	COc1ccc(CNC(=O)C[C@H]2C[C@H](C(=O)N3CCCCC3)[C@@]3(C)c4[nH]c5cc(-c6ccco6)ccc5c4CCN3C2=O)cc1OC	u	3%
5	CC1CC1C(=O)OCC(=O)NC(=O)c1ccc(C(C)(C)C)cc1 (stereo unspecified)	8%	3%
6	CC(C)C[C@H]1CNC(=S)N1CC1CCCN1C[C@H](CC(C)C)N1C[C@H](Cc2ccccc2)N(CC2CCCCCC2)C1=S (stereo partly specified)	26%	-6%
7	COc1ccc(S(=O)(=O)Nc2cc(Sc3ncn[nH]3)c(O)cc2C)cc1	17%	0%
8	Cc1cccc(C)c1-c1ccc(CN2C(CC(C)C)C(=O)N(Cc3cn(CC4CCCCC4)nn3)CCS2(=O)=O)cc1 (stereo unspecified)	6%	-9%
9	CN(C)C(=O)CCc1ccc2c3c([nH]c2c1)[C@]1(CCc2ccccc2)[C@@H](C(=O)N2CCCCC2)C[C@H](CC(=O)NCc2ccco2)C(=O)N1CC3	-8%	4%
10	CC(=O)C(Cc1ccccc1)NC(=O)COC(=O)c1cccc(C)c1[N+](=O)[O-] (stereo unspecified)	3%	-9%
11	CCCCCCCCCCCn1nnnc1N	-12%	4%
12	O=C(O)CC(c1ccccc1)N1C(=O)c2ccccc2C1=O (stereo unspecified)	1%	0%
13	Cc1cc(C)nc(NS(=O)(=O)c2ccc(NC(=O)CCC(=O)O)cc2)n1	17%	2%
14	CCOC(=O)[C@@H]1[C@H]2COc3ccccc3[C@H]2N2C(=O)N(c3cccc(Cl)c3)C(=O)[C@]12C	-1%	-14%
15	C=CC[C@@H](CC(=O)N[C@H](CO)Cc1ccccc1)C(=O)N[C@H](COC(=O)[C@H](CC=C)CC(=O)OC(C)(C)C)Cc1c[nH]c2ccccc12	-3%	-3%
16	Cn1c(/C(C#N)=C(\O)c2ccccc2Cl)nc2ccccc21	0%	-1%
17	CCOc1cc(N2CCOCC2)c(OCC)cc1NC(=O)C(C)Oc1ccccc1 (stereo unspecified)	u	1%
18	C=CCC[C@H](Cc1ccc(F)cc1)C(=O)OC[C@H](Cc1c[nH]c2ccccc12)NC(=O)[C@@H](CC=C)CC(=O)N(CCO)Cc1ccccc1	u	-2%
19	CC(OC(=O)CC1Sc2ccccc2NC1=O)C(=O)N(C)Cc1ccccc1 (stereo unspecified)	u	-6%
20	O=C(CNC(=O)c1n[nH]c2ccccc12)Nc1ccc(F)c(F)c1F	32%[activator]	-2%
21	O=C(O)CCC(=O)c1ccc2sc3ccccc3c2c1	29%	-6%
22	O=C1C=CC[C@H](/C=C/C[C@@H](O)C[C@H](O)CCc2ccccc2)O1	u	-3%
23	C[C@]12CCC3C(CC[C@H]4C[C@H](O)CC[C@]34C)C1C[C@@H](O)[C@@H]2O (stereo partly specified)	-1%	-1%
24	CCCNC(=O)CCNC(=O)[C@H](O)C(C)(C)CO	-6%	0%
25	C[C@H](CO)N1C[C@H](C)[C@@H](CN(C)C(=O)Nc2ccccc2)Oc2ccc(NC(=O)CCC(F)(F)F)cc2C1=O	4%	5%
26	O=C(O)Cc1ccc(O)cc1	-9%	-1%
27	CC(=O)C12OC(C)(C)OC1CC1C3CCC4=CC(=O)C=CC4(C)C3(F)C(O)CC12C (stereo unspecified)	4%	2%
28	CC(C)C(=O)N1CCN(c2ccccc2NC(=S)NC(=O)c2ccco2)CC1	u	-7%
29	c1ccc(C(=C2CCCO2)c2ccccc2)cc1	8%	-5%
30	Cc1ccc(Cl)cc1NC(=O)CN1CCOCC1	2%	1%
31	Cn1c(-c2ccccc2)cc(=O)n1-c1ccccc1	10%	-9%
32	COC(=O)C[C@H]1c2cc(C(F)(F)F)ccc2S(=O)(=O)N1C1CCCC1	7%	-1%
33	CC1(C)C[C@@H](O)[C@]2(C)CC[C@]3(C)C(=CCC4[C@@]5(C)CC[C@H](O)[C@](C)(CO)C5CC[C@]43C)[C@@H]2C1 (stereo partly specified)	24%	-3%
34	O=C(CCCOc1ccc(Cl)cc1Cl)NC(Cc1ccccc1)C(=O)O (stereo unspecified)	28%	0%
35	CCCCN(C(=O)C1CCN(C(=O)c2ccccc2C)CC1)c1c(N)n(CC(C)C)c(=O)[nH]c1=O	12%	-7%
36	COC(=O)[C@H](C)N(Cc1ccc(Cl)c(Cl)c1)S(=O)(=O)CCNC1CCCC1	u	2%
37	CC(C)=CCC/C(C)=C/COc1c2occc2cc2ccc(=O)oc12	7%	3%
38	CN[C@H](CC(=O)O)C(=O)O	-8%	1%
39	COc1ccc(C(=O)C(C)OC(=O)COc2ccccc2)cc1 (stereo unspecified)	8%	-6%
40	O=C(CCS(=O)(=O)c1ccc(Cl)cc1)N1CCCc2ccccc21	31%[activator]	1%
41	COc1ccccc1C=NNC(=O)c1ccncc1	0%	3%
42	O=C(c1cc2ccccc2o1)N1CCN(c2ncccn2)CC1	-3%	-7%
43	CCOC(=O)C1=C(C)N(CCCC(=O)O)C(=O)NC1c1cccc(OC)c1 (stereo unspecified)	6%	0%
44	Cc1cc(-c2ccccc2)cc(=O)[nH]1	26%	-5%
45	O=C1NCCSC1c1ccccc1 (stereo unspecified)	4%	-12%
46	O=C(NC[C@@H]1CCCO1)c1cccc2c1C(=O)c1ccc(N3CCOCC3)cc1S2(=O)=O	19%	-1%
47	O=C(NC1CC1)c1cccc(NC(=O)C2CCN(S(=O)(=O)c3cccc(C(F)(F)F)c3)CC2)c1	-4%	1%
48	CN(C(=O)CN1C(=O)c2ccccc2S1(=O)=O)C1CCCCC1	16%	5%
49	CNc1nc(=O)n(C2CCCO2)cc1C (stereo unspecified)	29%	-4%
50	Nc1ncnc2c1ncn2[C@@H]1O[C@H](CNS(=O)(=O)C2CC2)[C@@H](O)[C@H]1O	1%	-2%
51	CN(Cc1ccccc1)C(=O)c1cccc(NC(=O)Cc2ccc(NC(=O)C3CCN(S(=O)(=O)c4cccc([N+](=O)[O-])c4)CC3)cc2)c1	8.9µM*	-2%
52	CCCCn1c(N)c(N(CC)C(=O)c2c(C)noc2C)c(=O)[nH]c1=O	5%	3%
53	NC(=O)c1ccc(=O)n(C2OC(CO)C(O)C2O)c1 (stereo unspecified)	31%[activator]	4%
54	Cc1ccc(Cn2c(C3CCCN3c3nc(-c4ccc(F)cc4)cs3)nc3cc(C(F)(F)F)ccc32)cc1 (stereo unspecified)	15%	-3%
55	CCC(CO)Oc1cc(NCc2cccc(C(F)(F)F)c2)c2ncn(C(C)C)c2c1 (stereo unspecified)	u	-4%
56	N#Cc1cccc(C(=O)Nc2cc(S(=O)(=O)N3CCOCC3)ccc2N2CCCC2)c1	-3%	-1%
57	Cc1ccc(NC(=O)Cc2ccc(Cl)cc2)nc1	12%	0%
58	COc1ccc(Br)cc1CN(C)C(=O)c1ccccc1SCC(=O)N1CCCC1	-13%	-3%
59	OC1CNc2c(ccc3ccccc23)C1 (stereo unspecified)	-5%	4%
60	C=CC[C@@H](Cc1ccc(F)cc1)C(=O)OC[C@@H]1CCCN1C(=O)[C@H](CC=C)CC(=O)N(CCO)Cc1ccccc1	1.4µM*	-2%

Reprinted at random: 5 entries already listed, in no set order.
#	molecule	HCV inhibitor	TbPYK inhibitor
36	COC(=O)[C@H](C)N(Cc1ccc(Cl)c(Cl)c1)S(=O)(=O)CCNC1CCCC1	u	2%
46	O=C(NC[C@@H]1CCCO1)c1cccc2c1C(=O)c1ccc(N3CCOCC3)cc1S2(=O)=O	19%	-1%
13	Cc1cc(C)nc(NS(=O)(=O)c2ccc(NC(=O)CCC(=O)O)cc2)n1	17%	2%
21	O=C(O)CCC(=O)c1ccc2sc3ccccc3c2c1	29%	-6%
59	OC1CNc2c(ccc3ccccc23)C1 (stereo unspecified)	-5%	4%

The list continues:
#	molecule	HCV inhibitor	TbPYK inhibitor
61	CC12CCC(=O)C=C1CCC1C2C(O)CC2(C)C(c3csc(N)n3)CCC12 (stereo unspecified)	u	1%
62	C[C@H](CO)N1C[C@H](C)[C@@H](CN(C)S(=O)(=O)c2ccc(F)cc2)Oc2ccc(NC(=O)Nc3ccccc3)cc2C1=O	-4%	-2%
63	O=C(CSc1nc2ccccc2c(=O)n1Cc1ccc(F)cc1)NCC1CCCO1 (stereo unspecified)	u	-3%
64	CCN(C(=O)COC(=O)c1ccc(O)cc1)c1cccc2ccccc12	u	-1%
65	O=S(=O)(NCc1ccco1)c1ccc(Cl)s1	-6%	-7%
66	O=[S@]1Oc2ccccc2-c2ccccc21	8%	0%
67	O=C(COC(=O)c1ccc(Cl)nc1)Nc1ccc(N2CCCCC2)cc1	26%	2%
68	O=C1CCCC/C=C\C[C@H](CC(=O)N(CCO)Cc2ccccc2)C(=O)N[C@@H](Cc2ccccc2)CO1	-10%	-5%
69	O=C(c1ccc(Cl)c(Cl)c1)N1CCC(=O)N(C(CO)Cc2ccccc2)CC1 (stereo unspecified)	2%	-9%
70	COc1ccc(-c2ccc3c(c2)[C@@H]2C[C@H](N(C)C(=O)Nc4ccccc4)[C@H]([C@H](C)O)C(=O)N2CC3)cc1	2µM*	4%
71	c1ccc(CCc2cccnc2)cc1	5%	-2%
72	CC(C)NC(=O)N(C)C[C@H]1Oc2ccc(NC(=O)Nc3ccc4c(c3)OCO4)cc2C(=O)N([C@H](C)CO)C[C@@H]1C	4%	-1%
73	COc1ccc(-c2cc3ccccc3oc2=O)cc1	u	-1%
74	Nc1nc(SCc2ccc(Br)cc2)c2ncn(C3OC(CO)C(O)C3O)c2n1 (stereo unspecified)	-13%	-4%
75	CN(CC(=O)Nc1ccc(F)cc1)C(=O)c1ccc(OCc2cn3ccccc3n2)cc1	2%	-3%
76	CC1CCCCC1NC(=O)NC(=O)COC(=O)c1nccnc1N (stereo unspecified)	7%	1%
77	COc1ccc(CC2C(=O)NC(C)C(=O)N(C)C3C(=O)N(C)C(Cc4ccc(O)c(c4)Oc4ccc(cc4)C3O)C(=O)NC(C)C(=O)NC(C)C(=O)N2C)cc1 (stereo unspecified)	u	-3%
78	Cc1cc([N+](=O)[O-])ccc1NS(=O)(=O)c1ccccc1	-11%	-7%
79	COc1ccc2c(=O)c(-c3ccc(C)cc3)c(-c3ccccc3)oc2c1	13%	-5%
80	CCC(C(=O)Nc1cc(C)cc(C)n1)c1ccccc1 (stereo unspecified)	-1%	3%
81	Cc1cc(C)c(NC(=O)COC(=O)C2CCCO2)c(C)c1 (stereo unspecified)	-3%	-11%
82	CCN(CC)C(=O)[C@H]1C[C@H](CC(=O)NC(C)(C)C)C(=O)N2CCc3c([nH]c4ccc(Cl)cc34)[C@]12C	u	0%
83	Fc1ccc2cnc(-c3ccccc3)cc2c1	16%	-4%
84	CCCCN1CC(COCc2ccccc2)Oc2cccc(F)c2S1(=O)=O (stereo unspecified)	u	-1%
85	CCOC(=O)C1=C(COC(=O)COc2ccccc2C=O)NC(=O)NC1C (stereo unspecified)	3%	-1%
86	O=[N+]([O-])c1ccc(S(=O)Cc2ccccc2)c([N+](=O)[O-])c1 (stereo unspecified)	u	3%
87	CCOC(=O)C1(C)C(C(=O)OC)=C(c2ccc(OC)cc2)c2ccccc2N1C(=O)OC (stereo unspecified)	u	u
88	O=C(O)C[C@H]1c2cc(F)ccc2S(=O)(=O)N1C1CCN(Cc2ccccc2)CC1	19%	-4%
89	Cc1cc(C)c2cc(C#N)c(N3CCCN(S(=O)(=O)c4ccccc4)CC3)nc2c1	-1%	-9%
90	CCN(C(=O)COC(=O)c1ccccc1Cc1ccccc1)c1c(N)n(Cc2ccccc2)c(=O)[nH]c1=O	5%	2%
91	CC(C)(C)OC(=O)NCCCCCNC(=O)c1ncn(Cc2ccccc2)c1C(=O)NCCCCCNC(=O)OC(C)(C)C	u	8%
92	Cc1c2ccncc2cc2c1[nH]c1ccccc12	6.3µM*	-5%
93	O=C(Nc1cc(S(=O)(=O)N2CCOCC2)ccc1N1CCCCC1)c1ccccc1Br	u	-29%
94	CC1CC=C(O)C12OCC(C)(C)CO2 (stereo unspecified)	19%	3%
95	CC1(c2ccccc2)NC(=O)N(CC(=O)Nc2ccc3c(c2)CCC3)C1=O (stereo unspecified)	-13%	0%
96	CCN1C(=O)[C@H]2[C@H]3CN=C(SCc4ccc(Cl)cc4)N3[C@@](Cc3ccccc3)(C(=O)OC)[C@H]2C1=O	u	-1%
97	COc1ccc(NC(=O)COC(=O)c2ccc3ccccc3n2)cc1OC	25%	3%
98	Cc1cccc2c(C(=O)O)c3cccc(C)c3nc12	16%	3%

These rows are one share of the data; count on the stated rates, not on these rows.
